# PAFAH1B2 inh: PAFAH1B2 (human) inhibition; P68402; recombinant PAFAH1B2, FP-rhodamine activity probe, fluorescence polarization; inhibition, % at 3.39 µM; actives 1.2% (n = 340,000);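 active = inhibition above the mean of all tested compounds plus 3 SD, cut at about 24% in these data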;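 also: 0% = enzyme with DMSO and 100% = wells lacking PAFAH1B2; many of its hits are not listed in these tables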
# PAFAH1B3 FP inh: PAFAH1B3 (human) inhibition; inhibition, % at 3.39 µM; recombinant PAFAH1B3, FP-rhodamine probe, fluorescence polarization; Q15102; actives 0.28% (n = 340,000);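 active = inhibition above the screen-wide average of all tested compounds plus 3 SD, cut at about 25% in these data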;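 also: 0% = enzyme with DMSO only and 100% = wells lacking PAFAH1B3 protein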
# Target sequence (Q15102 whole entry, looked up): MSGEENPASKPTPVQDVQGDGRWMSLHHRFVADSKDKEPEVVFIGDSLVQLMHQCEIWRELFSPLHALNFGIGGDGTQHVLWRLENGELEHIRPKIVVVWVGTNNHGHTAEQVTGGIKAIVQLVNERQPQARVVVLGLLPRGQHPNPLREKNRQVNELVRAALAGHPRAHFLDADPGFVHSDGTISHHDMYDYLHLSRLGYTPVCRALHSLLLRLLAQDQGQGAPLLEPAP
# ZTA DNA inh: counter-screen for EBNA-1 inhibitors: inhibitors of Epstein-Barr virus ZTA; actives 0.15% (n = 320,000); inhibition, % at 11 µM; ZTA-DNA binding, fluorescence polarization; AID 2234; in the data active = inhibition above about 33%
# Target sequence (P03206 whole entry, looked up): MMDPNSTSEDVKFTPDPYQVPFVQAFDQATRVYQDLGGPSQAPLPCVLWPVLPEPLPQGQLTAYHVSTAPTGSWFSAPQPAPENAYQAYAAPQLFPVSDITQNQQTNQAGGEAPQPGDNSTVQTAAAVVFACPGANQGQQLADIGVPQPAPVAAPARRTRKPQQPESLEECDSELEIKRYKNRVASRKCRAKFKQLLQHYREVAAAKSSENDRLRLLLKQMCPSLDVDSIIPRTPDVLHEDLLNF
# EBNA-1 inhibitor: blocks EBNA-1 binding to DNA; EBNA-1 DNA binding, fluorescence polarization; inhibition, % at 14.8 µM; actives 0.34% (n = 300,000); AID 1950; in the data active = inhibition above about 28%
# LYPLA1 inh: LYPLA1 (human) inhibition in PME1 counter-screen; inhibition, % at 5.9 µM; actives 0.16% (n = 320,000); recombinant LYPLA1, FP-Rh probe fluorescence polarization;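 active = inhibition above the mean of all tested compounds plus 3 SD, set per campaign, cut at about 14% in these data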;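 also: inhibitors block serine hydrolase probe labeling of LYPLA1 so polarization falls; 0% = enzyme with DMSO and 100% = wells lacking LYPLA1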
# Target sequence (O75608 whole entry, looked up): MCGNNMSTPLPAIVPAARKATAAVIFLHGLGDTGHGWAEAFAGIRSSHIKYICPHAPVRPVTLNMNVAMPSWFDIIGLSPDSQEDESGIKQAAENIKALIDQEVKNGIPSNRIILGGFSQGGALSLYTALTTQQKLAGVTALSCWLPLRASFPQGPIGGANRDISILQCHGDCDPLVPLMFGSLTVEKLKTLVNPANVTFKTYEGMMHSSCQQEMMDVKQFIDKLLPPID
# LYPLA2 inh: counter-screen for PME1 inhibitors: inhibitors of human LYPLA2; recombinant LYPLA2, FP-Rh probe fluorescence polarization; inhibition, % at 5.9 µM; actives 0.38% (n = 320,000);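 active = inhibition above the screen-wide mean plus 3 SD, limit set per campaign, cut at about 26% in these data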;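 also: 0% = LYPLA2 with DMSO and 100% = wells lacking LYPLA2 enzyme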
# Target sequence (O95372 whole entry, looked up): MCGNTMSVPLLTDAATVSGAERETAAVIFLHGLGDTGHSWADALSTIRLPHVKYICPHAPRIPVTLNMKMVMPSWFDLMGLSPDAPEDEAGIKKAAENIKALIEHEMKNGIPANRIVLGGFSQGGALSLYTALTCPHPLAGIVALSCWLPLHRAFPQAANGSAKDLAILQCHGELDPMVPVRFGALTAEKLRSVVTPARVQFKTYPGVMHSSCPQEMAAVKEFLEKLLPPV
# PAFAH2 FP inh: PAFAH2 (human) inhibition; actives 0.99% (n = 340,000); inhibition, % at 3.39 µM; recombinant PAFAH2, FP-rhodamine activity probe, fluorescence polarization;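 active = inhibition above the mean over all tested compounds plus 3 SD, cut at about 30% in these data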;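 also: inhibitors block probe labeling of enzyme so polarization drops; 0% = enzyme with DMSO and 100% = wells lacking PAFAH2 protein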
# PREPL inhibitor: inhibitors of human prolyl oligopeptidase-like enzyme PREPL; actives 0.68% (n = 320,000); AID 2751; Q4J6C6; inhibition, % at 5.96 µM; recombinant PREPL, fluorescence polarization activity-based probe; in the data active = inhibition above about 43%;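 also: 0% = enzyme with DMSO and 100% = wells lacking enzyme; many of its hits are not listed in these tables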
# pPAFAH inh: pPAFAH (human) enzyme inhibition; Q13093; actives 1.5% (n = 330,000); recombinant pPAFAH, FP-rhodamine probe fluorescence polarization; inhibition, % at 3.39 µM;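 active = inhibition above the mean inhibition across the screen plus 3 SD, cut at about 25% in these data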;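 also: inhibitors block binding of the rhodamine activity-based probe so polarization drops; 0% = enzyme with DMSO and 100% = wells lacking pPAFAH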
# The depositor's hits bear a star; . = not tested or not shown. Not all compounds are listed. The share of hits here may be higher or lower than overall.
compound	PAFAH1B2 inh	PAFAH1B3 FP inh	ZTA DNA inh	EBNA-1 inhibitor	LYPLA1 inh	LYPLA2 inh	PAFAH2 FP inh	PREPL inhibitor	pPAFAH inh
O=C(Nc1ccc(N2CCOCC2)cc1)c1cc(F)c(F)cc1Cl	2	0	10	2	5	6	-6	1	3
CC1CCCC(C)N1CC(O)COCc1ccccc1 (configuration not stated)	6	7	3	12	6	1	0	14	1
O=C(c1ccco1)N1CCN(c2ncnc3c2cnn3-c2ccccc2)CC1	-2	4	8	7	0	7	-1	3	-1
COc1ccc(NC(=S)NC23CN4CN(CN(C4)C2)C3)c(OC)c1	5	7	9	-12	1	-3	-4	11	1
Cc1cccc(OCCN2C(=O)C(=O)c3cccc(C)c32)c1	2	12	8	2	-1	0	-14	5	13
CCOc1ccc(CN(C)CC(=O)Nc2ccc([N+](=O)[O-])cc2Cl)cc1	10	-3	-2	-3	0	-5	3	-8	0
COCCCN(C(=O)c1cc(-c2ccco2)nc2ccccc12)c1c(N)n(Cc2ccccc2)c(=O)[nH]c1=O	2	-2	10	-3	-5	-8	3	5	-1
COC(=O)CC1C(=O)NCCN1C(=S)Nc1ccccc1 (configuration not stated)	-3	4	7	8	2	5	10	-6	2
CCC(CC)NC(=O)COC(=O)c1cc(Br)ccc1Cl	3	0	5	-5	-2	-2	33*	-13	6
CCc1ccc(NC(=O)Nc2cnccn2)cc1	-1	-1	-2	-10	-1	-3	4	1	4
COc1ccc(OC)c(NC(=O)CCn2c(=S)[nH]c3ccccc3c2=O)c1	2	4	-3	0	-2	-4	-4	5	-1
COc1ccc(N(C(=O)c2snc(C(N)=O)c2N)C(C(=O)NC2CCCC2)c2cc(OC)ccc2OC)c(OC)c1 (configuration not stated)	3	-2	-2	4	0	3	6	36	2
O=C(NC(=S)NCc1cccnc1)c1ccc([N+](=O)[O-])cc1	7	0	-17	1	2	8	-4	6	6
Cc1nnc(N/N=C/c2ccc(-c3ccccc3F)o2)n1N	5	4	-17	13	-1	2	-1	17	4
COc1cc(/C=C/C(=O)OCC(=O)Nc2cc(S(=O)(=O)N(C)C)ccc2Cl)ccc1O	2	-1	7	6	-2	-3	60*	-2	8
CC(=O)N1CCN(C(=S)Nc2ccc(Oc3ccccc3)cc2)CC1	-4	3	11	3	-2	-1	-1	-7	4
COc1cccc(NC(=O)C2C3C=CC4(O3)C2C(=O)N(CCCN2CCCC(C)C2)C4C(=O)NC2CCCCC2C)c1 (configuration not stated)	1	-4	0	-7	1	2	-2	9	3
COc1ccc(C)cc1NC(=O)CN1CCN(c2ccc(F)cc2)CC1	2	11	-24	-2	-2	1	0	40	2
CCC(=O)OCCNc1cc(SCCC(=O)OC)c2nonc2c1[N+](=O)[O-]	-2	1	10	1	-1	3	-3	13	8
O=C(O)c1cc(/C=C/C(=O)c2cc(F)ccc2O)c2c(c1)COCO2	2	2	1	-2	-2	-3	4	3	6
CCOC(=O)c1ccc(NC(=O)CC2SC3=NCCN3C2=O)cc1 (configuration not stated)	-3	-6	0	-4	6	6	0	8	4
CCOc1cc(C(=S)N2CCOCC2)ccc1OC(=O)c1ccccc1	2	12	-11	-10	0	-1	1	26	0
CCOC(=O)c1c(C)[nH]c(C)c1S(=O)(=O)N1CCOCC1	4	-5	-16	2	5	0	2	-2	3
O=C(CNC(=O)c1ccc(Br)o1)NCCc1ccc(F)cc1	2	0	13	9	1	6	0	-1	1
CCn1c(=O)cc(SCC(=O)N2CCN(Cc3ccc4c(c3)OCO4)CC2)c2ccccc21	0	2	-7	-8	7	26	6	-7	6
C=CCN1C(=O)/C(=C2/Sc3ccc(OC)cc3N2C)SC1=Nc1ccccc1	-3	4	0	-3	5	-2	-4	6	7
CC(C)OCCCNC(=O)Cn1ncc2c(=O)oc3ccccc3c21	-2	-2	3	-6	1	1	-10	13	0
CCN1CCN(Cc2ccc(NC(=O)CC3Oc4ccc(C)cc4NC3=O)cc2)CC1 (configuration not stated)	9	6	3	7	0	1	2	0	0
COc1ccc(C(=O)N=C2CCC(C#N)=C3c4cc(OC)c(OC)cc4CCN23)cc1	0	5	-2	5	-4	-7	-2	-4	4
Nc1cc(=O)[nH]c(SCC(=O)N2CCC(Cc3ccccc3)CC2)n1	4	11	-10	.	-4	-4	2	15	5

# Molecules above that have fluorine:
compound	PAFAH1B2 inh	PAFAH1B3 FP inh	ZTA DNA inh	EBNA-1 inhibitor	LYPLA1 inh	LYPLA2 inh	PAFAH2 FP inh	PREPL inhibitor	pPAFAH inh
O=C(Nc1ccc(N2CCOCC2)cc1)c1cc(F)c(F)cc1Cl	2	0	10	2	5	6	-6	1	3
Cc1nnc(N/N=C/c2ccc(-c3ccccc3F)o2)n1N	5	4	-17	13	-1	2	-1	17	4
COc1ccc(C)cc1NC(=O)CN1CCN(c2ccc(F)cc2)CC1	2	11	-24	-2	-2	1	0	40	2
O=C(O)c1cc(/C=C/C(=O)c2cc(F)ccc2O)c2c(c1)COCO2	2	2	1	-2	-2	-3	4	3	6
O=C(CNC(=O)c1ccc(Br)o1)NCCc1ccc(F)cc1	2	0	13	9	1	6	0	-1	1

# Further entries:
# Order of values: PAFAH1B2 inh | PAFAH1B3 FP inh | ZTA DNA inh | EBNA-1 inhibitor | LYPLA1 inh | LYPLA2 inh | PAFAH2 FP inh | PREPL inhibitor | pPAFAH inh
> Cc1cc(C)cc(NC(=O)c2cc(=O)c3ccccc3o2)c1
  3 | 5 | -20 | -3 | -4 | -2 | 2 | -9 | 1
> Cc1ccc(S(=O)(=O)N2CCN(C(=O)COC(=O)Cc3cccc(C(F)(F)F)c3)CC2)c(C)c1
  5 | 3 | -4 | 5 | -2 | 4 | 17 | 13 | 16
> COc1ccc(-c2nc(CS(=O)CC(=O)N3CCOCC3)c(C)o2)cc1OC (configuration not stated)
  -2 | 2 | 1 | -3 | -2 | 8 | -2 | 17 | -3
> Nc1nonc1-n1nnc(C(=O)N/N=C/c2ccc(OCc3ccccc3F)cc2)c1CN1CCCCC1
  -3 | 6 | 0 | -1 | 2 | 0 | -17 | 8 | -2
> Cc1cccc(-c2nnc(SCC(=O)N3c4ccccc4CCc4ccccc43)n2C)c1
  9 | 2 | -1 | 6 | 4 | 2 | -6 | -4 | 1
> Cc1ccccc1C1c2[nH]c3ccccc3c2C[C@H]2C(=O)N(c3ccccc3C(=O)NCCCN3CCOCC3)C(=O)N12 (some centres not stated)
  -3 | 12 | -4 | -9 | 2 | 1 | 5 | -2 | -1
> COc1cc(C(=S)N2CCOCC2)cc(OC)c1OS(=O)(=O)c1ccc(Cl)cc1
  2 | 3 | -12 | 0 | 0 | 1 | 2 | 2 | 2
> O=C(CN1C(=O)NC2(CCCC2)C1=O)N1CCN(S(=O)(=O)c2ccc(Cl)c(C(F)(F)F)c2)CC1
  5 | 4 | 6 | -2 | -4 | -2 | -1 | -8 | 1
> CSc1ccccc1NC(=O)CSc1n[nH]c(C)c1[N+](=O)[O-]
  0 | 10 | 11 | 10 | 5 | 2 | -6 | -4 | 6
> Cc1ccc(C#N)c(SCc2nnc(-c3ccc(Cl)cc3)o2)n1
  -5 | 11 | -26 | 1 | 0 | -1 | -1 | 13 | -3
> C[C@H](NC(=O)N1CCn2c1nc1ccccc12)C(=O)N1CCCCC1
  -3 | 3 | -7 | -5 | 1 | -6 | -1 | -6 | -2
> N/C(=N/OC(=O)c1ccccc1Cl)c1ncc([N+](=O)[O-])s1
  26* | 11 | 5 | -12 | -10 | -9 | 18 | 41 | 13
> CC(C)(CNC(=O)c1ccccc1NS(C)(=O)=O)N1CCCCC1
  4 | 0 | -6 | -7 | 1 | 0 | -3 | 4 | -1
> Cc1cc(C(=O)NNC(=O)CCCCC(=O)NNC(=O)c2cc(C)[nH]n2)n[nH]1
  -2 | 14 | -8 | 1 | -3 | 1 | -2 | 9 | 2
> COc1cccc(C=Nc2ccccc2C#N)c1O
  3 | 7 | -16 | 12 | -1 | -1 | 5 | 8 | 2
> COCCN(C(=S)Nc1ccccc1C)C(C)c1cccnc1 (configuration not stated)
  3 | 0 | 2 | -5 | -4 | -1 | 0 | -2 | 1
> OCC(Cc1ccc2c(c1)OCO2)C(CO)Cc1ccc2c(c1)OCO2 (configuration not stated)
  5 | 9 | -11 | -8 | -3 | 12 | 7 | -5 | -1
> COc1ccc(C(=O)Nc2nc3c(s2)Cc2cc(OC)ccc2-3)cc1
  4 | 4 | 17 | -7 | -4 | 6 | 6 | 9 | 14
> O=C(NCc1ccccc1)C(c1ccco1)N(C(=O)c1csnn1)c1ccccc1 (configuration not stated)
  3 | -3 | 7 | -4 | -5 | -9 | -2 | -4 | -5
> O=c1oc(-c2ccccc2Cl)nc2ccsc12
  0 | 1 | 12 | -5 | -5 | -2 | 3 | 19 | 2

# Further compounds
# Order of values: PAFAH1B2 inh | PAFAH1B3 FP inh | ZTA DNA inh | EBNA-1 inhibitor | LYPLA1 inh | LYPLA2 inh | PAFAH2 FP inh | PREPL inhibitor | pPAFAH inh
> CCCc1cnc(N2CCN(S(=O)(=O)c3cccs3)CC2)nc1
  . | . | -13 | 0 | 0 | -5 | . | 5 | 5
> CC(=O)NC(c1cc(Cl)c2cccnc2c1O)C(C)C (configuration not stated)
  4 | 16 | 5 | . | 2 | 8 | 4 | 9 | 0
> COc1cc(C(=O)N(Cc2ccc(N(C)C)cc2)C2CCS(=O)(=O)C2)cc(OC)c1OC (configuration not stated)
  2 | 3 | 11 | 11 | 0 | -5 | 12 | 9 | 1
> CCOc1ccccc1N1CCN(C(=O)NC(C)c2ccc(F)c(F)c2)CC1 (configuration not stated)
  4 | 10 | 0 | -13 | 3 | 0 | -3 | 19 | 2
> Cc1ccc(C)c(N2CCN(C(=O)c3cc4c(C)nc5ccccc5c4o3)CC2)c1
  2 | -3 | 11 | 7 | 1 | -1 | -7 | -78 | 12
> COc1ccccc1N1CCN(C(c2cccs2)c2nnnn2C2CCCC2)CC1 (configuration not stated)
  3 | 3 | 4 | 0 | 2 | -1 | -2 | 26 | -4
> O=C(Nc1ccc2oc(-c3ccncc3)nc2c1)c1ccccc1F
  3 | -1 | -2 | 0 | 3 | 2 | -10 | -4 | -3
> CC[n+]1c(/C=C/N(C)c2ccccc2)oc2ccc(F)cc21
  4 | 1 | -1 | 7 | 1 | 3 | 3 | 3 | -2
> C[C@@H]1C(c2ccccc2)=NN(c2ccc(Br)cc2)[C@H]1C(=O)N1CCOC1=O
  4 | 3 | . | . | . | . | 2 | . | 12

# Some of the entries so far, as labelled records:
canonical_smiles: Cc1ccc(C)c(N2CCN(C(=O)c3cc4c(C)nc5ccccc5c4o3)CC2)c1
  PAFAH1B2 inh = 2
  PAFAH1B3 FP inh = -3
  ZTA DNA inh = 11
  EBNA-1 inhibitor = 7
  LYPLA1 inh = 1
  LYPLA2 inh = -1
  PAFAH2 FP inh = -7
  PREPL inhibitor = -78
  pPAFAH inh = 12

canonical_smiles: COc1cc(C(=O)N(Cc2ccc(N(C)C)cc2)C2CCS(=O)(=O)C2)cc(OC)c1OC (configuration not stated)
  PAFAH1B2 inh = 2
  PAFAH1B3 FP inh = 3
  ZTA DNA inh = 11
  EBNA-1 inhibitor = 11
  LYPLA1 inh = 0
  LYPLA2 inh = -5
  PAFAH2 FP inh = 12
  PREPL inhibitor = 9
  pPAFAH inh = 1

canonical_smiles: COc1ccccc1N1CCN(C(c2cccs2)c2nnnn2C2CCCC2)CC1 (configuration not stated)
  PAFAH1B2 inh = 3
  PAFAH1B3 FP inh = 3
  ZTA DNA inh = 4
  EBNA-1 inhibitor = 0
  LYPLA1 inh = 2
  LYPLA2 inh = -1
  PAFAH2 FP inh = -2
  PREPL inhibitor = 26
  pPAFAH inh = -4

canonical_smiles: CC[n+]1c(/C=C/N(C)c2ccccc2)oc2ccc(F)cc21
  PAFAH1B2 inh = 4
  PAFAH1B3 FP inh = 1
  ZTA DNA inh = -1
  EBNA-1 inhibitor = 7
  LYPLA1 inh = 1
  LYPLA2 inh = 3
  PAFAH2 FP inh = 3
  PREPL inhibitor = 3
  pPAFAH inh = -2

# Screening results deposited in PubChem by The Scripps Research Institute Molecular Screening Center.
